NCOA2 inhibitor: inhibition of GAL4-SRC2 driven luciferase reporter, primary screen, SRC2 inhibitor project, cell-based, luminescence; Nuclear receptor coactivator 2 (Homo sapiens), Q15596; HEK293 GAL4-SRC2 luciferase reporter; inhibition, % at 9 µM; 370,000 tested, 0.17% active; AID 651957, 2012;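 active means inhibition above the mean inhibition of all tested compounds plus 3 SD, set per campaign, cut at about 52% in these data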;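 further: 0% = DMSO treated cells and 100% = cells given Gossypol at 36 µM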
LMP1 NFkB inh: EBV LMP1-driven NF-kappaB luciferase reporter inhibitors, primary screen, cell-based, luminescence, single point; LMP1-induced NF-kappaB luciferase reporter cells; inhibition, % at 12.5 µM; 350,000 tested, 0.69% active; AID 504558, 2011; in the data active means inhibition above about 41%; inconclusive means no clear call, values can overlap the other calls;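 further: 0% = neutral control wells and 100% = reference inhibitor control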
TROY NFkB inh: inhibitors of TROY-driven NF-kB signaling, primary screen, Q293 LMP1-TROYcd cells, NF-kB luciferase, uHTS | AID 1347056, 2019 | inhibition, % at 10 µM | Q293 LMP1-TROYcd NF-kB luciferase reporter, 4 h | 360,000 tested, 0.98% active;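 active means compounds whose plate-normalised and pattern-corrected inhibition of the luciferase reporter signal at the single screening dose is 50% or more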
COUP-TFII inh: NR2F2 transcriptional activity inhibitors, primary screen, cell-based, luciferase reporter, HEK293T, luminescence | HEK293T NGFI-A luciferase reporter | inhibition, % at 8.6 µM | AID 686940, 2013 | 370,000 tested, 0.7% active | COUP transcription factor 2 (Homo sapiens), P24468;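 active means inhibition above a per-plate cutoff, mean inhibition of test wells between control levels plus 3 SD, cut at about 38% in these data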;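 further: cells cotransfected with COUP-TFII expression vector driving the NGFI-A reporter; 0% = median of COUP-TF2 test wells and 100% = reporter-only cells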
NCOA1 inh: SRC1 coactivator transcriptional activity inhibitors, primary screen, cell-based, luminescence; HEK293 GAL4-SRC1 luciferase reporter; 360,000 tested, 0.12% active; Nuclear receptor coactivator 1 (Homo sapiens), Q15788; inhibition, % at 3.6 µM;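 active means inhibition above the campaign mean plus 3 SD, with each screening campaign given its own cutoff, cut at about 60% in these data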;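 further: 0% = DMSO treated cells and 100% = gossypol at 36 µM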
NOD2 RIPK2 PPI: NOD2-RIPK2 binding disruptors in cells, primary screen, fluorescence, CHO cells, BLA complementation | CCF4 ratio | 360,000 tested, 0.38% active | inhibition, % at 4.98 µM | AID 624267, 2012; in the data active means inhibition above about 21%;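 further: 0% = vehicle only and 100% = reference blocker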
Vif imaging: HIV Vif self-association inhibitors, primary screen, imaging, HEK293T, single point | inhibition, % at 7.49 µM | 340,000 tested, 0.35% active | AID 602346, 2012 | HEK293T cells, Vif self-association by quenched fluorescence, 24 h; in the data active means inhibition above about 50%, passing the limit was not always enough; inconclusive means no clear call, values can overlap the other calls; inactive means below about 31%; further: some results filed as inactive read as strong as hits
SRC3 inh: SRC3 coactivator transcriptional activity inhibitors, primary screen, cell-based, luminescence. inhibition, % at 3.6 µM. AID 588352, 2011. 360,000 tested, 0.17% active. HEK293 GAL4-SRC3 luciferase reporter. Nuclear receptor coactivator 3 (Homo sapiens), Q9Y6Q9;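 active means inhibition above a per-campaign cutoff, the mean of all compounds plus 3 SD, cut at about 60% in these data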;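 further: 0% = DMSO-treated cells and 100% = gossypol-treated cells at 36 µM; higher means less SRC3-driven luciferase light from the GAL4 reporter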
Target sequence (Q9Y6Q9 whole entry, looked up, the tested form may be a part): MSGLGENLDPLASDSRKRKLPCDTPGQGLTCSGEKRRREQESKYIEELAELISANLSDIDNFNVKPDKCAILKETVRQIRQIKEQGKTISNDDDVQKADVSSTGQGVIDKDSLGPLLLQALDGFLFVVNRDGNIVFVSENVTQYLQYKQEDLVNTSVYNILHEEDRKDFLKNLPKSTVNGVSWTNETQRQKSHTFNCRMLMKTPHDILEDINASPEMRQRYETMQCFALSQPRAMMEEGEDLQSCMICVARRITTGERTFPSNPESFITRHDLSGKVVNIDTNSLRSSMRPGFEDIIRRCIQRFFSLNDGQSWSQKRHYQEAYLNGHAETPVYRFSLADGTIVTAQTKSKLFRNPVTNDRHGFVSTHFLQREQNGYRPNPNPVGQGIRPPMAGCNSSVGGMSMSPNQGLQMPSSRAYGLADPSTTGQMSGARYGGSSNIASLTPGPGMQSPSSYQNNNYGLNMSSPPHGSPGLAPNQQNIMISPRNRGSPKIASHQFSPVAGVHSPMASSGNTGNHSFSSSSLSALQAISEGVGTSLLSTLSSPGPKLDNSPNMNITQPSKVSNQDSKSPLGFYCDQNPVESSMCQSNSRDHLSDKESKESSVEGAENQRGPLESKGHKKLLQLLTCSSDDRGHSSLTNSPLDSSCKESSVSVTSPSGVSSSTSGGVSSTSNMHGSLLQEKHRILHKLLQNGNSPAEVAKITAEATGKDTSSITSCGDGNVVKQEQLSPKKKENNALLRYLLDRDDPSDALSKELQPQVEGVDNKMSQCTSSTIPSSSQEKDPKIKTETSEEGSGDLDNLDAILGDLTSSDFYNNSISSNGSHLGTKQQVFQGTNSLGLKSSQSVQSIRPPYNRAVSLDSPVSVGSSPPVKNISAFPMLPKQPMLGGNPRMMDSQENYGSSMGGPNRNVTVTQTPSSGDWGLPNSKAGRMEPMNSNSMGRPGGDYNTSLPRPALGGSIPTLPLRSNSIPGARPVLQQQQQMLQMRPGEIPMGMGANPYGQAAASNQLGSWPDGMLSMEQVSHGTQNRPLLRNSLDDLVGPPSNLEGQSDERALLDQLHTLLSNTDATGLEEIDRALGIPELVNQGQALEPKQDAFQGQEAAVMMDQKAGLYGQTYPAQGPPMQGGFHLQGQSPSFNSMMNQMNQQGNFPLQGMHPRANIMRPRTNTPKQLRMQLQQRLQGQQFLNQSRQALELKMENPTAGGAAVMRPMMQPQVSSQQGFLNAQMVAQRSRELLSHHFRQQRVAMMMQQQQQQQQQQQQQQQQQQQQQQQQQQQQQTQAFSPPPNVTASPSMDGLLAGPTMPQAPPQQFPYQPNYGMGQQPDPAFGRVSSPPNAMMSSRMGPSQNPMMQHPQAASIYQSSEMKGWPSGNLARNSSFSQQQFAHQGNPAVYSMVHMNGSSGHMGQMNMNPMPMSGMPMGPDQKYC
TLR9-MyD88 inh: inhibitors of TLR9-MyD88 association in cells, primary screen, cell-based, CHO, BLA complementation, fluorescence. inhibition, % at 4.98 µM. Toll-like receptor 9 (Homo sapiens) + Myeloid differentiation primary response protein …. CCF4 FRET ratio. AID 504734, 2011. 340,000 tested, 0.21% active;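 active means inhibition above the mean over all tested compounds plus 3 SD, cut at about 21% in these data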;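 further: 0% = DMSO only wells and 100% = clavulanate BLA inhibitor control wells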
C8 TRAIL sens: viability loss with TRAIL in NB7+C8 cells, primary screen, TRAIL sensitizer project, cell-based, ATPlite luminescence | inhibition (viability loss, TRAIL sensitization), % at 10 µM | 360,000 tested, 1% active;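 active means compounds causing at least 50% loss of cell viability in the single-dose screen, relative to plate controls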
NR5A2 inv ag: LRH-1 (NR5A2) inverse agonists, primary screen, cell-based, luminescence, HEK293T, StAR-luciferase reporter; 360,000 tested, 0.13% active; LRH-1 transfected, 24 h; inhibition, % at 3.6 µM;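 active means inhibition above the mean inhibition of all tested compounds plus 3 SD, cut at about 73% in these data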;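 further: 0% = DMSO wells and 100% = reporter-only cells lacking LRH-1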
Numbers without * were called inactive; u = inconclusive; x = not tested or not shown.

SMILES	NCOA2 inhibitor	LMP1 NFkB inh	TROY NFkB inh	COUP-TFII inh	NCOA1 inh	NOD2 RIPK2 PPI	Vif imaging	SRC3 inh	TLR9-MyD88 inh	C8 TRAIL sens	NR5A2 inv ag
Cc1cc(Br)ccc1OCC(=O)NNC(=O)Cc1ccccc1	-7	5	7	4	-37	-7	6	6	2	-7	-8
CCOC(=O)/C(=N/Nc1ccc(Br)cc1)N1CC(C)OC(C)C1 (centres undefined)	-1	-4	-4	-6	14	-3	0	-1	1	15	10
O=C(/C=C/c1ccc([N+](=O)[O-])cc1)NC1CC2CCC1C2 (centres undefined)	-32	-22	-5	-19	-4	6	-1	4	-8	2	-6
Nc1nonc1C(=O)NCCN=Cc1ccccc1O	0	8	-21	11	2	3	-2	24	4	-2	-26
Cc1nn(C)c(C)c1Sc1ccccc1N	12	-3	17	16	-10	-1	-1	15	-8	1	-9
Cn1c(CNC(=O)CNC(=O)c2cccc(Cl)c2)cc(=O)n(C)c1=O	-16	4	10	3	8	-12	11	-7	-5	9	-2
CS(=O)(=O)c1ccc(C(=O)OCC(=O)N2CCOCC2)cc1[N+](=O)[O-]	10	x	3	-3	-10	10	-2	-23	x	-5	-9
CCc1c(C)c2ccc(OCC(=O)OC)cc2oc1=O	-18	-6	-6	-2	18	-1	x	2	-1	3	-6
CC(C)OC(=O)c1ccc2ccc(-c3ccccc3)nc2c1	-30	x	-15	-58	-89	-20	x	-147	x	33	-136
O=C(NC1(C(F)(F)F)NC(=O)N(c2ccc(F)cc2)C1=O)c1cccs1 (centres undefined)	16	-10	-8	10	-7	9	-2	15	-7	-5	9
O=C1CCCc2c1cc(C(=O)NCc1ccco1)c(=O)n2-c1ccc(Cl)cc1	-5	-20	20	26	-1	0	6	-11	-2	-6	16
NC(=O)c1c(C(F)(F)F)cc(-c2ccccc2)nc1NCCO	-5	-4	20	19	7	3	-4	7	-8	3	-3
CC1CCCCC1NC(=O)COC(=O)c1cc(=O)[nH]c2ccccc12 (centres undefined)	3	2	-14	-14	-10	-6	-5	7	11	-9	-17
CCn1c(CCNC(=O)c2ccc(Cl)cc2)nnc1SCC(=O)NC1CCCC1	0	9	3	17	-6	-2	x	-7	-7	-20	16
NS(=O)(=O)c1ccc(CCNC(=O)C2CCCO2)cc1 (centres undefined)	2	-12	-6	-11	5	-4	7	5	4	8	-3
O=C(Nc1cccc(C(=O)O)c1)Nc1ccccc1Cl	-23	u	-51	-61	-109	-2	3	-76	-11	21	-114
C=CCOc1c(Br)cc(/C=C(\C#N)C(N)=O)cc1OC	-9	5	-2	30	-8	-5	-1	6	-8	-8	7
CC(=O)Nc1c(C(=O)N2CCOCC2)cnn1-c1ccc(C)c(C)c1	-11	1	8	11	12	-5	x	9	9	3	5
COc1cc(/C=N/NC(N)=O)ccc1OCC(=O)Nc1cc(C)c(C)cc1Br	-14	-16	-20	-7	-1	-5	3	-3	-2	6	-1
O=C(CN(Cc1ccc(F)cc1)C(=O)CNS(=O)(=O)c1ccccc1)NCc1ccco1	10	-2	-13	-5	4	3	-10	10	11	40	15
CCN(CC(=O)NCc1ccc(Cl)cc1)C(=O)C1CCN(S(=O)(=O)c2ccc(OC)c(OC)c2)CC1	-15	-4	-14	11	9	-1	-11	6	-6	0	-1
O=C(Nc1ccsc1C(=O)NC1CC1)c1ccccc1	1	-3	10	4	-9	3	-5	-1	-5	-8	32
CCCCNC(=O)c1c(N)[nH]c(C(=O)c2ccccc2)c1-c1ccc(Cl)cc1	19	x	-12	6	x	-10	x	x	x	-16	10
CO/N=C/c1c(C(=O)OC)nn(-c2ccccc2)c1Cl	-16	-6	17	10	-7	-7	-4	7	9	30	6
O=C1/C(=C/c2ccco2)N=C(N2CCCCC2)N1c1ccccc1	-1	2	-8	13	1	0	-18	21	-9	5	-8
CCOc1ccc(NC(=O)Nc2ccc3nsnc3c2)cc1	3	2	-51	-26	-16	-9	9	-35	-7	5	-43
CCOC(=O)CNC(=O)c1cc(-c2ccccn2)nc2c(C)c(Cl)ccc12	-19	-5	-37	19	-7	-7	-1	8	9	-12	1
Cc1ccc(C(=O)O/N=C(\N)Cc2cccc3ccccc23)cc1	-8	-2	-6	-11	-2	-6	6	2	-3	20	4
CN(C)C(=O)CCC(=O)N1CCCC(N2CCN(c3cccc(C(F)(F)F)c3)CC2)C1 (centres undefined)	10	1	-3	12	-3	-3	-6	-12	6	2	-10
CCOC(=O)N1CCN(S(=O)(=O)c2cc(-c3nn4c(C)nnc4c4ccccc34)ccc2C)CC1	-22	2	-9	-7	18	-4	6	-6	3	14	-1

Entries of single compounds, looked up by structure. Values in the order: NCOA2 inhibitor	LMP1 NFkB inh	TROY NFkB inh	COUP-TFII inh	NCOA1 inh	NOD2 RIPK2 PPI	Vif imaging	SRC3 inh	TLR9-MyD88 inh	C8 TRAIL sens	NR5A2 inv ag
C=CCOc1c(Br)cc(/C=C(\C#N)C(N)=O)cc1OC as listed: -9	5	-2	30	-8	-5	-1	6	-8	-8	7
CCOc1ccc(NC(=O)Nc2ccc3nsnc3c2)cc1 as listed: 3	2	-51	-26	-16	-9	9	-35	-7	5	-43

Further entries.
SMILES	NCOA2 inhibitor	LMP1 NFkB inh	TROY NFkB inh	COUP-TFII inh	NCOA1 inh	NOD2 RIPK2 PPI	Vif imaging	SRC3 inh	TLR9-MyD88 inh	C8 TRAIL sens	NR5A2 inv ag
O=C(COc1ccc(-n2cnnn2)cc1)Nc1cccc(Cl)c1Cl	-19	3	-10	-6	8	-1	-2	-27	7	2	10
CCNc1nnc(CCn2nc(C)c(Br)c2C)s1	15	0	-9	-3	1	-3	0	0	-4	4	-9
Cc1cccc(NC(=S)NCCCN2CCOCC2)c1	-7	-1	16	1	10	3	7	8	0	5	-14
O=S(=O)(c1ccccc1)n1cc(-c2cccc3nccn23)c2ccccc21	-2	x	-22	-18	3	-2	-8	-8	x	2	-7
Cc1ccccc1NC(=O)C1CCCN1S(=O)(=O)c1ccc2c(c1)n(C)c(=O)c(=O)n2C (centres undefined)	8	5	-15	8	15	9	14	14	1	8	1
O=C(N/N=C/C=C/c1ccco1)c1cccc([N+](=O)[O-])c1	4	-4	-13	14	-18	-7	21	6	-5	-5	-15
COc1cccc(-c2nnc(NC(=O)c3ccc(S(=O)(=O)N4CCOCC4)cc3)o2)c1	x	19	-20	x	7	-3	-13	16	-4	6	-9
CCOC(=O)C1=C(c2ccccc2)Nc2nc(C)nn2C1c1cccc(OC)c1OC (centres undefined)	-24	-6	8	6	7	-5	6	13	-11	-10	17
CC(C)c1ccc(/C=N/n2c(COc3ccccc3)n[nH]c2=S)cc1	14	0	-6	10	-12	2	x	1	-1	2	7
O=C1NC(Cc2ccccc2)c2nc3ccc(F)cc3c(=O)n2-c2ncccc21 (centres undefined)	19	-5	3	-5	11	-10	-12	-4	8	9	4
CCOc1ccc(C(=O)N/N=C(\c2ccccc2)c2ccccn2)cc1	-3	31	-26	-29	-11	-7	10	17	7	23	-4
CCOc1ccccc1NC(=O)c1ccc2nc[nH]c2c1	-13	2	-20	-2	12	-2	-8	-19	1	10	-10
COCc1cc(CN2CCN(Cc3ccsc3)C(CCO)C2)ccc1OC (centres undefined)	-12	-11	3	10	-11	-1	-4	-3	9	0	21
Cc1cc(C)cc(OCC(=O)Nc2ccc(N3CCCCC3)cc2)c1	1	8	4	12	-4	-10	1	11	-8	17	1
CN(C1=NS(=O)(=O)N=C(N(C)c2ccccc2)O1)c1ccccc1	1	-17	-9	-15	4	-4	11	8	-2	14	21
O=C(NCCCN1CCCC1=O)c1ccc(NS(=O)(=O)c2ccc(F)cc2)cc1	3	-2	-26	-25	-3	4	-4	10	-2	-9	-8
O=C1CS(=O)CN1c1ccc(Oc2ccccc2)cc1 (centres undefined)	16	0	5	-31	-18	1	32	12	-1	6	-3
OCCC1CN(Cc2cccc3nccnc23)CCN1Cc1ccc(F)c(F)c1 (centres undefined)	-18	-1	-6	11	21	3	8	4	2	5	-3
CC(=O)N(Cc1ccc(F)cc1)Cc1nc2ccccc2c(=O)[nH]1	1	2	-3	-4	-14	0	-17	7	3	-10	-4
COc1ccc(NC(=S)N2CCc3ccccc3C2)cc1	-37	-2	-12	-12	-27	-20	0	-13	2	-5	-35
COCCN(CC(=O)Nc1cccc(C)c1C)C(=O)CN1C(=O)NC2(CCCCC2)C1=O	-17	-3	3	23	-1	8	15	0	-10	-7	-13
Cc1cc(C(=O)OCC(=O)NC2CCS(=O)(=O)C2)c(C)n1-c1ccccc1 (centres undefined)	-20	-3	3	0	-7	-7	-11	-6	1	-3	5
O=C(O)C1CCCN(S(=O)(=O)c2ccc(-c3ccc(=O)[nH]n3)s2)C1 (centres undefined)	-3	2	2	1	-20	2	14	5	-8	-6	10
CCOC(=O)c1c(-c2ccc(-c3ccccc3)cc2)csc1NC(=O)CCC(=O)O	-22	-4	44	-3	-12	-18	3	6	0	-14	10
Cc1cccc(NC(=O)CSc2nnc(CCNC(=O)OC(C)(C)C)o2)c1C	2	4	4	1	-14	-3	2	11	-9	-3	3
COCCn1c(C)cc(/C=C2/NC(=O)N(Cc3ccc(C)cc3)C2=O)c1C	-51	8	5	15	-5	-3	-1	-7	-12	0	-28
Cc1noc(C)c1COC(=O)c1cc(S(=O)(=O)N2CCOCC2)ccc1Cl	-8	-4	-12	-22	2	1	4	3	-6	-10	-13
CCOC(=O)C(=CNc1nc2ccc(C(=O)OCC)cc2s1)C(=O)OCC	0	x	4	3	0	-5	2	18	x	4	-4
CCN(CC)CC(C)(C)C(=O)/C=C/c1ccc(/C=C/C(=O)C(C)(C)CN(CC)CC)cc1	74*	91*	44	93*	54	84*	24	27	21	92*	91*
Nc1c(C(=O)CSc2nnc(Cc3ccccc3)o2)c(=O)[nH]c(=O)n1C1CC1	0	2	23	4	-7	6	0	10	4	-1	2
COc1ccc(CCNC(=O)CN2CCN(S(=O)(=O)c3ccc(Cl)cc3)CC2)cc1OC	8	-6	-2	5	-12	4	20	11	-6	-3	-4
O=S(=O)(c1cccs1)N1CCN(S(=O)(=O)c2cccs2)CC1	0	4	10	-1	4	-12	4	10	-9	-14	16
O=C(CN1C(=O)NC2(CCOc3ccccc32)C1=O)NCc1ccccc1 (centres undefined)	18	2	5	-16	3	-14	11	-3	-4	-13	8
O=C(COC(=O)C1CC(=O)N(Cc2ccco2)C1)Nc1ccc(F)cc1F (centres undefined)	10	-6	-4	16	7	-8	-6	-9	-18	4	-17
Nc1ccc(OCc2ccccc2)cc1[N+](=O)[O-]	-42	-10	-57	-6	-34	-2	-3	-22	5	-7	-14
S=c1[nH]nc(-c2ccco2)n1-c1ccccc1Cl	-57	-6	-17	2	-30	6	4	0	-7	11	-28

Compound activity: PubChem BioAssay, several laboratories

Not all compounds are listed, so the mix of outcomes need not match the whole.
